PV pol inh: poliovirus RNA polymerase inhibition | P03300 | poliovirus polymerase elongation, fluorescence polarization; hits give low values | % elongation, % (compound at 16.7 µg/mL) | 150,000 tested, 0.66% active; in the data active means % elongation below about 90%; further: some results filed as inactive read as strong as hits
Target sequence (P03300 1749-2209 limits assumed): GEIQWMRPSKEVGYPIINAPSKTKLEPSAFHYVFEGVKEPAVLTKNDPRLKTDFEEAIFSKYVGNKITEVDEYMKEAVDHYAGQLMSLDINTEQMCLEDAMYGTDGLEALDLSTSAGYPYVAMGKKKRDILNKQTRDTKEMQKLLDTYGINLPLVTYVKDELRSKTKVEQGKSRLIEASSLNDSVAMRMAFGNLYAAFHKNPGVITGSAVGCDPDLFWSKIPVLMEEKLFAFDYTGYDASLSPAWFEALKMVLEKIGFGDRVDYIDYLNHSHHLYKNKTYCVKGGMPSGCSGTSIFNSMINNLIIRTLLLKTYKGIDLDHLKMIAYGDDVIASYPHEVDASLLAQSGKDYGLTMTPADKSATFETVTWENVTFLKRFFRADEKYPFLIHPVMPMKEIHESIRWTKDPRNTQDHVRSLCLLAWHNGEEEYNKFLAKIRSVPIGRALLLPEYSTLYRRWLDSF
PV pol inh FP z-score: second read-out of PV pol inh, no call of its own (marks repeat the call); z-score; measured here: FP z-score; hits read low
* marks the source's active call; other numbers are inactive results; & = joins results of further samples. A portion of the library; rates above refer to the full screens.

The first two records as a preview:
molecule | PV pol inh | PV pol inh FP z-score
Cc1cccc(N2CCN(C(=O)c3cc4c(=O)oc5ccccc5c4s3)CC2)c1C | 107 | 0.5
CC1CCN(C(=O)COC(=O)c2cccc(I)c2)CC1 | 106 | 0.5

This part in full, from the start:
molecule | PV pol inh | PV pol inh FP z-score
Cc1cccc(N2CCN(C(=O)c3cc4c(=O)oc5ccccc5c4s3)CC2)c1C | 107 | 0.5
CC1CCN(C(=O)COC(=O)c2cccc(I)c2)CC1 | 106 | 0.5
COc1cccc(C2C(C(N)=O)=C(C)Nc3nc(CCCO)nn32)c1 (configuration not stated) | 106 | 0.5
CNC(=O)/C=C1/N(C)c2ccccc2C1(C)C | 98 | -0.1
CC1=CC(C)C(CNc2ccccc2)C(C)C1 (configuration not stated) | 104 | 0.4
N#Cc1c(=O)c2cccnc2n2c1sc1ccccc12 | 103 | 0.2
O=C(O)c1cccc(Nc2ncnc3scc(-c4ccccc4)c23)c1 | 105 | 0.1
Cc1ccc(S(=O)(=O)N(C)CC(=O)OCc2nc3ccccc3s2)cc1 | 105 | 0.2
O=C(Cc1cccs1)NCCOc1ccccc1F | 101 | 0
COc1cc(NC(=O)C(=O)Nc2ccc3nc4n(c(=O)c3c2)CCCCC4)cc(OC)c1OC | 106 | 0
CC(=NCc1ccccc1)c1c(C)cc(C)cc1O | 99 | -0.5
COc1ccc(-c2nc(SC(CC(=O)NCc3ccco3)c3cc(OC)c(OC)c(OC)c3)n[nH]2)cc1 (configuration not stated) | 110 | 1.5
COc1cccc2cc(-c3cn4c(n3)sc3cc(F)ccc34)c(=O)oc12 | 106 | 0
COc1ccc(C2c3cc(OC)c(OC)cc3CC(=O)N2c2ccc(C)cc2)cc1 (configuration not stated) | 107 | 0
COc1ccc2cc3cc(C(=O)NCCN4CCN(c5ccccc5F)CC4)sc3nc2c1 | 102 | 0.1
Cc1ccc(-n2c(=O)c3c(cnn3C)n(CC(=O)Nc3ccccc3C)c2=O)cc1 | 106 | 0.2
CCOC(=O)N/N=C1\CCCc2ccccc21 | 101 | -0.4
COc1ccc(C(=O)Cn2ccnc2C(=O)NCc2ccc(C)cc2)cc1 | 101 | -0.2
c1ccc(C(OCCN2CCNCC2)c2ccccc2)cc1 | 106 | 0.3
CCc1cccc(NC(=O)C2CCN(S(=O)(=O)c3cccc(-c4noc(C)n4)c3)CC2)c1 | 111 | 0.9
O=C(O)CSCc1ccsc1 | 97 | -0.9
FC(F)(F)c1ccccc1NC(=S)N1CCC2(CC1)OCCO2 | 102 | 1
Cc1ccc(-c2noc(-c3ccccc3OCC(=O)Nc3ccccc3[N+](=O)[O-])n2)cc1 | 111 | 0.8
CCCn1c(N)nc2ccccc21 | 100 | -0.5

An excerpt of these results, with two lines to a compound:
Each structure is followed by: PV pol inh, PV pol inh FP z-score
O=C(O)CSCc1ccsc1
 : 97, -0.9
Cc1ccc(-c2noc(-c3ccccc3OCC(=O)Nc3ccccc3[N+](=O)[O-])n2)cc1
 : 111, 0.8
CCOC(=O)N/N=C1\CCCc2ccccc21
 : 101, -0.4
COc1cccc2cc(-c3cn4c(n3)sc3cc(F)ccc34)c(=O)oc12
 : 106, 0

A portion taken from the entries so far, as a working copy:
molecule | PV pol inh | PV pol inh FP z-score
COc1cccc2cc(-c3cn4c(n3)sc3cc(F)ccc34)c(=O)oc12 | 106 | 0
COc1ccc(C2c3cc(OC)c(OC)cc3CC(=O)N2c2ccc(C)cc2)cc1 (configuration not stated) | 107 | 0
COc1ccc2cc3cc(C(=O)NCCN4CCN(c5ccccc5F)CC4)sc3nc2c1 | 102 | 0.1
Cc1ccc(-n2c(=O)c3c(cnn3C)n(CC(=O)Nc3ccccc3C)c2=O)cc1 | 106 | 0.2
CCOC(=O)N/N=C1\CCCc2ccccc21 | 101 | -0.4

Next section
molecule | PV pol inh | PV pol inh FP z-score
COC(=O)c1ccccc1S(=O)(=O)N1CCN(S(=O)(=O)c2cccs2)CC1 | 102 | 0
COc1cc2c(cc1OC)C(COc1ccc(C(C)C)cc1)N(C(=O)c1ccc(S(=O)(=O)N3CCCC3)cc1)CC2 (configuration not stated) | 107 | 0
CCn1c(CNC(=O)c2ccncc2)cc2ccccc21 | 104 | 0.8
CN(Cc1ccco1)C(=O)c1ccc2c(c1)CC(c1ccccc1)OC2=O (configuration not stated) | 105 | 0.3
Cn1c(CSC2CN(C(c3ccccc3)c3ccccc3)C2)n[nH]c1=S | 110 | 1.3
COc1ccc(OC)c(CNC(=O)c2ccc(Sc3ccc(Cl)cc3)c(NC(C)=O)c2)c1 | 106 | -1.2
COC(=O)c1c(-c2cccs2)csc1NC(=O)c1ccc(OC)c(OC)c1 | 69* | -3.4*
CCNC(=O)C1CCN(c2nc3ccccc3nc2C(F)(F)F)CC1 | 112 | 1
NC(=O)C1CCN(CC2CC=CCC2)CC1 (configuration not stated) | 103 | -0.1
CSc1sc(C(=O)NC(=O)Nc2ccc(Cl)cc2)c2c1-c1nocc1CC2 | 104 | 0.6
CCOc1ccc(NC(=O)C2CCN(C(=O)c3ccccc3)CC2)cc1 | 101 | 0
Cc1ccc(NC(=O)NC2CCN(C(=O)N3CCOCC3)CC2)cc1 | 105 | 1.1
COc1ccccc1NC(=O)Cn1cnc2ccc(S(=O)(=O)N3CCC(C)CC3)cc2c1=O | 108 | 0.9
Oc1ccc(Nc2ncnc3ccccc23)cc1 | 102 | 0
Cc1cc(C)c2c(n1)nn1c(C)c(CCC(=O)NCCc3ccccc3)c(C)nc21 | 100 | -1.7
CCOC(=O)c1c(C)n(CCNC(C)=O)c2cc(Br)c(OC)cc12 | 99 | -0.8
CN(C)c1ccc(CN(CC2CCCO2)C(=O)c2ccc(Br)cc2)cc1 (configuration not stated) | 110 | 0.5
CCn1nc(C)c2c(-c3ccccc3)cc(=O)n(C(C)C(=O)NCc3cccc(OC)c3)c21 (configuration not stated) | 106 | 0
CC(C)[C@H](NC(=O)c1ccccc1)C(=O)Nc1ccc(N2CCOCC2)cc1 | 99 | -0.5
CC1(C)CC(NCc2ccncc2)CC(C)(C)N1 | 105 | 0.2
CCOc1ccc(NC(=O)Cn2c(CCC(=O)O)ccc2-c2ccc(C)cc2)cc1 | 108 | 0.3
N#C/C(=C\c1ccc(O)c(O)c1)C(=O)NCc1ccccc1 | 99&101 | -0.7&0.2
CCOc1ccccc1CNC(=O)C1CCN(C2=NS(=O)(=O)C(c3ccc(C)c(C)c3)=C2C)CC1 | 107 | 0.2
CN(C)c1cccc(C(=O)OCC(=O)C23CC4CC(CC(C4)C2)C3)c1 | 101 | -0.3
Cc1cc(C)cc(-n2c(SCC(=O)N3CCCCCC3)nc3c([nH]c4ccccc43)c2=O)c1 | 112 | 1.3
CCCC(C)C(=O)Nc1cccc(Br)c1 (configuration not stated) | 100 | -0.8
Cc1cc(C)nc(/N=C(/NC(=O)C(C)(C)C)Nc2ccccc2)n1 | 102 | 0.1
COc1ccc(Cn2c(CO)cnc2SCc2ccc(F)cc2)cc1 | 105 | -0.3
COc1cccc(C2C(C(=O)Nc3ccc(C)cc3C)=C(C)Nc3c(C(=O)Nc4ccccc4)cnn32)c1 (configuration not stated) | 98 | -0.5
O=C(Nc1ccnn1C1CCCC1)c1ccc(OC(F)F)cc1 | 104 | 0.1
CCOC(=O)C1(c2ccccc2)CCN(Cc2cccc(C(=O)O)c2)CC1 | 106 | 0.2
CCCN(C(=O)Cn1ncc2c1-c1ccccc1OC2)c1cccc(C)c1 | 106 | 0.4
c1ccc(C2=NNC(=NCC3CCCO3)SC2)cc1 (configuration not stated) | 114 | 1.1
CCOC(=O)C(C)n1cnc2c(nnn2Cc2ccc(Cl)cc2)c1=O (configuration not stated) | 100 | -0.6
CC1CCN(c2nnc(-c3cccs3)c3ccccc23)CC1 | 102 | 0
COc1ccccc1-n1c(C)nc2cc(C(=O)O)ccc21 | 100 | -0.5
CCN(CC)C(=O)Cn1cc(SCC(=O)Nc2ccccc2F)c2ccccc21 | 112 | 0.8
CCOc1ccccc1CNC(=O)CCc1cn(Cc2ccc(Cl)cc2)c2ccccc12 | 112 | 1.2
Cc1nc(N2CCCC2)ncc1C(=O)NCc1ccc(F)cc1 | 105 | -0.1
COc1cccc(CC(=O)NC2CCN(c3ncc(C(F)(F)F)cc3Cl)CC2)c1 | 101 | -0.7
Cc1ccc(Cn2c(Cc3ccccc3)nc3ccccc32)cc1 | 102 | -0.9
Cn1c(CNc2nc(-c3ccccc3)cs2)nnc1SCC(=O)OC1CCCCC1 | 102 | 0.2
CCOC(=O)CSc1nnc(-c2ccccc2)c(=O)n1-c1ccccc1 | 106 | 0.2
CCSc1nc2ccccc2c(=O)n1C | 103 | 1.2
COc1ccc(CNc2ncnc3c2nc2n3CCCC2)cc1 | 103 | -0.8
NC(=O)COc1ccc(S(=O)(=O)N2CCc3ccccc32)cc1 | 98 | -1.6
Cc1ccc(CNC(=O)C2CSC3(C)CCC(=O)N23)cc1 (configuration not stated) | 108 | 0.9
O=C(CSc1nc2ccccc2o1)NCC1CCCO1 (configuration not stated) | 105 | 1.5
O=C(CSc1nc2ccccc2c(=O)[nH]1)N1CCOCC1 | 107 | 0.3
N#CC1=C2CCCCC2C(c2cccc(Br)c2)C(C#N)(C#N)C1=O (configuration not stated) | 86 | -1.9
N#CCCN(Cc1cccs1)S(=O)(=O)c1ccc2c(c1)CCO2 | 103 | 0.6
Cc1ccc(C(=O)c2ccc(C)cc2)cc1 | 101 | -0.2
O=C(CSc1nc2ccccc2o1)c1ccc(Cl)cc1 | 104 | 0.4
CCc1nn(CC(=O)N2CCN(c3cc(C)ccc3C)CC2)c(=O)c2cc3occc3n12 | 100 | -0.9
CNc1nc(SCc2ccc(C#N)cc2)nc2ccccc12 | 104 | 0.4
CCc1ccc(CN(C)CC(=O)N(C)c2c(N)n(Cc3ccccc3)c(=O)[nH]c2=O)cc1 | 105 | 0.2
CCOC(=O)N1CCN(C(=O)CSc2ccc(-c3cccs3)nn2)CC1 | 98 | -1.2
Cc1cccc(C)c1NC(=O)Cn1cc(C(=O)c2ccco2)c2ccccc21 | 107 | 0.4
CCCSc1nnc(-c2ccc(F)cc2)o1 | 100 | -0.8
O=C(NCCCN1CCCC1=O)c1nnc(-c2ccc3c(c2)OCO3)o1 | 101 | -0.6

Next records.
molecule | PV pol inh | PV pol inh FP z-score
CCOC(=O)/C(=C\c1cccc2ccccc12)C1=Nn2c(C)nnc2SC1 | 104 | 0.3
Cc1cccn2c(=O)c(/C=C(\C#N)c3nc4ccccc4s3)c(Oc3ccc(Br)cc3)nc12 | 100 | -0.7
NCC(O)CNCCc1ccccc1 (configuration not stated) | 106 | 1.4
Cc1ccc(Cc2cn3cc(-c4ccc(F)cc4)nc3s2)cc1 | 109 | 0.5
Cc1c(-n2c(SCC(=O)O)nnc2-c2ccccc2Br)c(=O)n(-c2ccccc2)n1C | 98 | -0.4
Cc1ccc(S(=O)(=O)c2cn(Cc3ccccc3)c3cc(N4CCCC4)c(F)cc3c2=O)cc1 | 107 | 0
Cc1cc2oc(=O)cc(CN(C)C3CCCCC3)c2cc1C(C)C | 101 | -0.1
CCOc1nc(C)ccc1-c1noc(-c2cccc(C)c2)n1 | 106 | 0.3
O=C(Cn1cc(S(=O)(=O)c2ccccc2)c(=O)c2cc(Cl)ccc21)Nc1ccc2c(c1)OCO2 | 107 | -0.1
CCCCNc1ccccc1C(=O)OCc1nc2ccccc2c(=O)n1CC#N | 98 | -0.5
CCc1ccc(CNC(=O)C2CCC(=O)N2C2CCCCC2)cc1 (configuration not stated) | 100 | 0
COC(=O)C1=C(C)NC2=C(C(=O)c3ccccc32)C1c1cc2c(cc1Cl)OCO2 (configuration not stated) | 101 | -0.3
Cc1cc(Nc2ccc(F)c(Cl)c2)nc(NC(=O)C(C)(C)C)n1 | 102 | -0.3
O=C(NC1(C(F)(F)F)N=C2SCCN2C1=O)c1ccccc1 (configuration not stated) | 101 | 0.3
Cc1ccc(C(=O)COC(=O)/C=C/c2nc3ccccc3o2)c(C)c1 | 105 | 0.3
Cc1ccc2nc3c(c(Nc4ccc(C)c(C)c4)c2c1)CCC3 | 105 | 0
CCN1C(=O)N(c2ccc(C)c(Cl)c2)S(=O)(=O)c2ccccc21 | 100 | -0.3
NC(=O)COC(=O)C1c2ccccc2Oc2ccccc21 | 101 | 0
C=CCNc1nc(Cl)nc(Cl)n1 | 98 | -0.7
CCOC(=O)C1CCCN(C(=S)NC2CCCC2)C1 (configuration not stated) | 103 | 0.9
O=c1c(N2CCN(c3ccccc3)CC2)csc2ccc(Cl)cc12 | 103 | -0.7
Cc1ccc(SCC(=O)N2CCOCC2)cc1 | 101 | -0.2
Cc1cccc(OCC(=O)Nc2ccccc2C(=O)OCc2cc(=O)n3nc(C4CC4)sc3n2)c1 | 107 | 0.1
Cc1cc(F)ccc1NC(=O)c1c(C)oc2c1C1=NCCN1C=N2 | 103 | -0.6
Cc1ccccc1NC(=O)c1cn(-c2ccccc2)nc1-c1ccccc1 | 116 | 0.5
OCCCNCc1ccccc1Cl | 101 | -0.1
CN=c1scc(-c2cc(OC)ccc2OC)n1/N=C/c1ccco1 | 105 | 0.3
CC(O)(C(=O)Nc1ccc(S(=O)(=O)c2ccccc2)cc1)C(F)(F)F (configuration not stated) | 100 | 0.1
C/C(=N\OC(=O)c1ccc(S(=O)(=O)N2CCCC(C)C2)cc1)c1ccc(C)o1 (configuration not stated) | 102 | -0.3
Cc1nc2ccc(NC(=O)CS(=O)(=O)c3ccc(F)cc3)cc2s1 | 108 | 2.1
COc1cc(OC)c(N(C)C(=O)c2ccc3c(=O)n4c(nc3c2)CCCCC4)cc1Cl | 105 | 0.9
CC(C)C1(C)N=C(c2ncccc2C(=O)O)NC1=O (configuration not stated) | 99 | -0.5

Assay outcomes as filed in PubChem BioAssay.
